Screening results from PubChem BioAssay.
MCF10A rerep – inducers of DNA re-replication in MCF 10A breast cells; Potency, µM (doses to about 46.1 µM), inactives show top-dose activity, positive = re-replication, most hits filed as activators; 2.9% of 350,000 active; MCF 10A DNA re-replication, Hoechst nuclear intensity, 48 h; AID 624296; note: % of control where 0% means no effect; nearly all actives have a fitted effect of over 50% in size
EPAC2 antag – EPAC2 (human) antagonism | EPAC2 GEF exchange of Rap1B-BODIPY-GDP, fluorescence | Q8WZA2 | 0.18% of 360,000 active | Potency, µM (doses to about 114 µM), for the others: top-dose activity, negative = inhibition, hits mostly inhibitors; note: % is set by controls: 0 for no effect and ±100 for the full control effect; nearly all actives have a fitted effect of over 45% in size; many of its hits are not listed in these tables
Target sequence (Q8WZA2 whole entry, looked up): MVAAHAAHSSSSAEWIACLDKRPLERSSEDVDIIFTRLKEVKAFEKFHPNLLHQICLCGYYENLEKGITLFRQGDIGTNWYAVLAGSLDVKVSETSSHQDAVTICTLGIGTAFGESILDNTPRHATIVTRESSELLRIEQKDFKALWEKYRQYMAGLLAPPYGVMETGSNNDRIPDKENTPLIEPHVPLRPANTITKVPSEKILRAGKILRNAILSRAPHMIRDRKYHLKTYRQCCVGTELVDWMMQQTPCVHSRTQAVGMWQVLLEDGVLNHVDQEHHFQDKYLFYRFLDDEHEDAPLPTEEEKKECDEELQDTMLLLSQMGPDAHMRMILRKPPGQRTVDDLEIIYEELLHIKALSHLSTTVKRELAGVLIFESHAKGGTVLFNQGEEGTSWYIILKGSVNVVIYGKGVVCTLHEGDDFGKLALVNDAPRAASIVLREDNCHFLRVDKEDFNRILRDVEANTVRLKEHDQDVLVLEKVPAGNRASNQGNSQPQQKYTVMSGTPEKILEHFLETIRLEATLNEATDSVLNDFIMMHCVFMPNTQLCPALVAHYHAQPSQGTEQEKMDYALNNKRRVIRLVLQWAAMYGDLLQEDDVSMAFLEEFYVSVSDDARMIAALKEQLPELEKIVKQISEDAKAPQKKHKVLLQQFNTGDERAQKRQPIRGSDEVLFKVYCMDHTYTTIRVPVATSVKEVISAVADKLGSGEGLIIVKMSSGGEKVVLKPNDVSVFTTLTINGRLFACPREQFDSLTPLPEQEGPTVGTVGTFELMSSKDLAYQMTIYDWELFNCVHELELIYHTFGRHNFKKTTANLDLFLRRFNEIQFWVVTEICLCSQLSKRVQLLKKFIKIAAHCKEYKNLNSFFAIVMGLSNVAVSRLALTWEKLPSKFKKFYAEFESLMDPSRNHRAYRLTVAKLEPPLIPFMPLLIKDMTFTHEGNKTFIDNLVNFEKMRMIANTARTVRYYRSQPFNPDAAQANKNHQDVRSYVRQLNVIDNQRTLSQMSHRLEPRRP
HepG2 viability – HepG2 cytotoxicity, counter-screen for TGF-b inhibitors | HepG2 CAGA-GFP viability, ATP luminescence, 18 h | Potency, µM (highest dose often 46.1 µM), without a hit: top-dose activity change, negative = cytotoxicity, hits mostly cytotoxic | 0.76% of 410,000 active | AID 588856; note: some results filed as inactive show a strong effect at the top dose
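HepG2 CAGA-GFP cells (1000/well, DMEM with 1% FBS) received compound, then TGF-beta at 500 pg/mL final, and were incubated 18 hours at 37 degrees C. Viability was read by CellTiter-Glo luminescence. Media-only wells were set as complete cell-killing and DMSO as no toxicity.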
A549 tox – counter-screen for Nrf2 inhibitors: cytotoxicity in A549 cells. AID 504648. Potency, µM (highest dose often 46 µM), for the others: at the top dose activity change, negative = cytotoxicity, hits mostly inhibitors. 0.16% of 390,000 active. A549 ARE-Fluc cells, CellTiter-Fluor viability, 18-24 h; note: % is set by controls: 0 for no effect and ±100 for the full control effect
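Cytotoxicity counterscreen: CellTiter-Fluor fluorescence was measured in A549 ARE_Fluc cells after 18-24 h of compound exposure in a concentration series. The subsequent BugLite luminescent read reports ARE-luciferase activity.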
ATXN2 expr inh – inhibitors of ATXN2 expression. HEK-293 ATXN2-luciferase reporter, luminescence, 24 h. Potency, µM (highest dose often 57 µM), without a hit: at the highest dose activity change, negative = inhibition, most hits filed as inhibitors. 0.72% of 360,000 active; note: % is set by controls: 0 for no effect and ±100 for the full control effect; nearly all actives have a fitted effect of over 55% in size
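qHTS (up to 57 uM final) was run with 24 h compound exposure of reporter cells at 37 °C. Each well was multiplexed: SteadyGlo luminescence measured ATXN2-luciferase expression after a fluorogenic Gly-Phe-AFC viability readout (25 uM final).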
Nrf2 inh – Nrf2 pathway inhibition; Potency, µM (doses to about 46 µM), inactives show at the highest dose activity change, negative = inhibition, most hits filed as inhibitors; AID 504444; A549 ARE-Fluc reporter, luciferase luminescence, 18-24 h; 2.1% of 360,000 active; note: % is set by controls: 0 for no effect and ±100 for the full control effect; nearly all actives have a fitted effect of over 60% in size
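A549 ARE_Fluc cells, 5000/well, 5% FBS OPTI-MEM; compounds in dose-response, 18-24 h at 37 °C/5% CO2; CellTiter-Fluor viability read (Ex 405/Em 525), then BugLite luciferase luminescence = Nrf2 activity.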
TGFb SMAD3 inh – TGF-b pathway inhibition; Potency, µM (titrated, usually from 46.1 µM), inactives show at the top dose activity, negative = inhibition, usual class: inhibitors; AID 588855; HepG2 CAGA-GFP TGF-b/SMAD3 reporter, GFP fluorescence, 18 h; TGF-beta stimulated, 500 pg/mL final; 1.2% of 410,000 active; note: % is set by controls: 0 for no effect and ±100 for the full control effect; nearly all actives have a fitted effect of over 65% in size
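Inhibition was scored as loss of TGF-beta-induced (500 pg/mL final, 18 hours, 37 degrees C) GFP in HEPG2 cells carrying a CAGA-GFP reporter, in DMEM with 1% FBS. Well GFP was summed per cell; Activity was normalised to unstimulated and stimulated DMSO wells, then concentration-response fitting.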
Nrf2 ARE act – Nrf2 pathway activation; 0.31% of 410,000 active; Potency, µM (top dose mostly 46.1 µM), inactives show at the highest dose activation, actives largely listed as activators; AID 624171; AREc32 ARE-luciferase reporter (MCF7-derived line), luminescence, 24 h; note: % of control where 0% means no effect; nearly all actives have a fitted effect of over 65% in size
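Reporter line AREc32 (ARE-Fluc), seeded overnight in OPTI-MEM with 5% FBS; compound pin-transferred, 24 hr at 37 deg C, 5% CO2; luminescent read-out.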
ATXN viability – viability counter-screen for ATXN expression inhibitors | 0.49% of 400,000 active | S2 cells (HEK-293 line with an ATXN2-luciferase reporter) viability, CellTiter-Fluor protease fluorescence, 24 h | Potency, µM (top dose mostly 56.7 µM), hits mostly cytotoxic; note: nearly all actives have a fitted effect of over 40% in size
* hit, by the source's call; i = inactive; ? = inconclusive; nt = no result given; [ ] = dose if it differs, or a comment. Calls come from the whole dose curve; as a rule, active = well fitted curve in the direction sought with a large enough effect; inconclusive = small, poorly fitted or top-dose-only effect, or another doubt; inactive = no such curve, though single readings can be large; an effect the other way counts as inactive or inconclusive. Potency is the fitted concentration of half-maximal effect. These rows are one share of the data, so the mix of outcomes need not match the whole.

SMILES | MCF10A rerep | EPAC2 antag | HepG2 viability | A549 tox | ATXN2 expr inh | Nrf2 inh | TGFb SMAD3 inh | Nrf2 ARE act | ATXN viability
CCC(C(=O)NCCCN1CCN(CC)CC1)n1nc(C)n2c(cc3occc32)c1=O (stereo not drawn) | 16% | 13% | 6% | -4% | 10% | 6% | -1% | -0.1% | i
O=C(CCS(=O)(=O)c1ccc(Cl)cc1)N1CCN(c2ccccc2F)CC1 | 29% | 2% | -2% | ? | -1% | ? | -4% | -0.3% | i
COc1ccc(CNC(=O)C2CCN(c3nccs3)CC2)cc1 | 2% | 6% | 4% | -6% | 6% | 9% | 1% | -0.9% | i
CCCN1Cc2cccc(C(=O)NC(C)c3cccs3)c2C1=O (stereo not drawn) | 12% | -2% | -12% | 5% | -6% | 0% | 11% | -0.2% | i
c1ccc(-c2ccc(C3=Nn4c(nnc4-c4cc(-c5ccccc5)n[nH]4)SC3)cc2)cc1 | 15µM* | 8% | -41% | ? | -25% | ? | ? | 10% | i
CCc1[nH]c(=O)[nH]c1C(C)S(=O)(=O)c1ccc(C)cc1 (stereo not drawn) | 5% | -8% | 19% | 1% | 0% | -2% | 7% | 5.9% | i
Cc1cc(NC(=O)Nc2ccc(C)c(C)c2)no1 | 0% | -5% | -13% | 1% | 9% | 17% | -6% | 2.5% | i
CCC(OC(=O)C1=Cc2ccccc2OC1)C(=O)NC1CCCC1 (stereo not drawn) | 7% | -1% | -20% | -2% | -22% | ? | -21% | 0.8% | i
CSc1ncc(C(=O)Nc2ccc(C)cc2C)c(C)n1 | -2% | 1% | -8% | -1% | -22% | ? | -1% | -0.3% | i
CCN(CC)CCNC(=O)c1ccc(NC(=O)c2ccc(S(=O)(=O)N(C)c3ccccc3OC)cc2)cc1 | 16% | 1% | 5% | 13% | ? | 18% | 15% | -0.3% | ?
CCN(CC)S(=O)(=O)c1ccc(NC(=S)NC(=O)C(C)C)cc1 | -10% | -3% | 7% | -4% | 7% | 3% | 0% | -0.3% | ?
COc1ccc2c(C)cc(=O)oc2c1OCC(O)CN1CCOCC1 (stereo not drawn) | nt | 5% | -17% | nt | 3% | nt | 17% | -1.1% | i
CCOC(=O)c1oc2ccccc2c1CN1CCOCC1 | 10% | 13% | -17% | 12% | 2% | 8% | ? | -0.2% | i
O=C(CCN1C(=O)C2CCCCC2C1=O)Nc1ccc(Br)cc1F (stereo not drawn) | 25% | 3% | 2% | -3% | ? | 2% | 4% | -0.4% | i
CCc1cc(C(=O)N2CCN(c3ncccn3)CC2)sc1C | ? | 23% | 4% | 0% | 0% | -28% | 7% | 0.0% | i
CCOC(=O)c1c(C)[nH]c(CCC(=O)NCc2cc(OC)c(OC)c(OC)c2)c1C | nt | nt | -15% | 16% | nt | nt | 0% | -0.4% | nt
O=C(CN1C(=O)C2CC=CCC2C1=O)OCc1cc(=O)n2cc(Br)ccc2n1 (stereo not drawn) | -1% | -3% | -4% | 4% | 0%[11.3 µM] | 12% | 1% | -0.8% | i
C[C@]12CC[C@@H]3c4ccc(O[C@@H]5O[C@H](C(=O)O)[C@@H](O)[C@H](O)[C@H]5O)cc4CC[C@H]3[C@@H]1C[C@@H](O)[C@@H]2O | -2% | 2% | -1% | 1% | 13% | 5% | 5% | -1.3% | i
O=C(Nc1ccc(-c2nc3ccccc3s2)c(OC(=O)c2ccccc2)c1)c1ccccc1 | 0% | 5% | -5% | -3% | 38% | 3% | 9% | 3.4% | i
COc1ccc(Cc2nc3c4cnn(-c5cccc(F)c5)c4ncn3n2)cc1 | nt | nt | -3% | -8% | nt | 2% | nt | ? | nt
Cc1nn(Cc2cccc(C(=O)Nc3ccn(Cc4ccccc4F)n3)c2)c(C)c1[N+](=O)[O-] | -3% | 7% | -8% | -3% | -13% | ? | -7% | -0.6% | i
O=C(NC1CCCC1)C(c1cccnc1)N(Cc1ccccc1)C(=O)c1csnn1 (stereo not drawn) | -33%[inhibitor] | 14% | 2% | -6% | 0% | -11% | 8% | 4.5% | i
CCN(CC)S(=O)(=O)c1ccc2c(c1)nc(SC(C)C(=O)NCC1CCCO1)n2CC (stereo not drawn) | -2% | -1% | 1% | 2% | 7% | -8% | -7% | -0.3% | i
Cc1c(NC(=O)COC(=O)c2ncc(Cl)c(Cl)c2Cl)c(=O)n(-c2ccccc2)n1C | -2% | 0% | -8% | -3% | 1% | ? | 16% | 6.0% | i
C=CCNC(=O)c1ccc(CN(c2ccc(OCC)cc2)S(=O)(=O)c2ccc(C)cc2)cc1 | 26µM* | -11% | 2% | -2% | ? | -14% | ? | -0.2% | ?

(more compounds)
SMILES | MCF10A rerep | EPAC2 antag | HepG2 viability | A549 tox | ATXN2 expr inh | Nrf2 inh | TGFb SMAD3 inh | Nrf2 ARE act | ATXN viability
O=c1[nH]c(=S)[nH]cc1Oc1ccccc1 | -32% | -6% | 6% | 0% | -5% | 0% | -2% | -0.6% | i
O=c1c2ccccc2nc2n1-c1ccccc1CCC2 | 22% | 8% | 8% | -16% | 1% | -4% | 1% | 0.1% | i
CCc1ccc(C(=O)Nc2cc3c(cc2Cl)OCCCO3)cc1 | ? | 10% | -21% | -5% | 55%[activator] | ? | 0% | 24% | i
CCc1ccc(N=c2c([N+](=O)[O-])nn(-c3ccc4c(c3)OCCO4)n2O)cc1 | 10% | 2% | 0% | -7% | -22%[11.3 µM] | ? | 0% | 3.8% | i
O=C(Nc1cccc(S(=O)(=O)N2CCCCC2)c1)C1CCCC1 | 2% | 0% | -6% | -7% | nt | ? | -16% | -0.2% | ?
CCOC(=O)c1cc(CC)sc1NC(=O)COC(=O)c1cc[n+]([O-])cc1 | -1% | 2% | -7% | 0% | 5% | -12% | -3% | -0.3% | i
COc1ccccc1N1C(=O)c2cccc3cccc(c23)C1=O | 24% | -3% | -27% | -18% | ? | ? | -13% | 8.2% | ?
COc1cc([N+](=O)[O-])ccc1NC(=O)CSc1nccn1C | -5% | 3% | 0% | 1% | 4% | 8% | 2% | 3.4% | i
COc1ccccc1CNC(=O)c1ccc(Cn2c(SCc3ccccc3)nc3cccnc32)cc1 | nt | nt | -12% | -3% | -32% | ? | 0% | 5.0% | i
N/C(=N\OC(=O)COc1ccc2ccccc2c1)c1ccncc1 | -11% | -13% | -34% | 12% | nt | -1% | -10% | 5.2% | i
COC(=O)c1ccccc1NC(=S)NC(=O)c1ccccc1 | 7% | -7% | -6% | -9% | 3% | -6% | 20% | 20% | i
Cc1nccc(-c2cccc(NC(=O)Nc3ccc(Cl)cc3)c2)n1 | 1% | -1% | -1% | 7% | 5% | ? | -1% | -0.9% | i
O=c1c(Cl)c2oc3ccccc3nc-2c2ccccc12 | 14% | 0% | -48% | ? | -3%[11.3 µM] | ? | 5µM* | 5.8% | i
C/C(=N/NS(=O)(=O)c1ccc(C)c(C)c1)c1ccncc1 | -28% | 6% | 1% | 0% | -2% | -12% | 3% | 3.2% | i
O=C(Nc1cc(Cl)ccc1-n1cncn1)c1ccc([N+](=O)[O-])o1 | ? | 9% | -21% | -5% | -38% | 10% | 0% | 13µM* | ?
O=C1N=C(N2CCN(c3cccc4ccccc34)CC2)S/C1=C/c1cccs1 | -21% | -4% | 1% | -5% | -15% | nt | 6% | 3.0% | i
CC(C)c1ccc(S(=O)(=O)NCCCN2CCOCC2)cc1 | nt | -11% | 26% | nt | nt | nt | 18% | -0.3% | i
CCn1cc(S(=O)(=O)CC(=O)Nc2ccc(C)cc2)c2ccccc21 | 4% | -2% | -9% | ? | -1% | 6% | -3% | -1.0% | i
COc1ccccc1CC1(C)NC(=O)N(CC(=O)N2CCc3ccccc3C2)C1=O (stereo not drawn) | 0% | -7% | -1% | -4% | -7% | ? | 1% | -0.2% | i
Cc1cccc(CNC(=O)c2ccc3nc(Cc4ccccc4F)oc3c2)n1 | 14% | -2% | -16% | -2% | 47%[activator] | 29% | ? | 2.8% | i
COc1cccc(/C=C/C(=O)c2ccc3c(c2)OCO3)c1OC | ? | 6% | -45% | 2% | 39%[activator] | -11% | ? | ? | i
Cc1ccc(Cl)cc1N1CCN(CC(=O)Nc2ccc(CN3CCCCC3)cc2)CC1 | ? | 4% | -46% | -26% | -37% | 1% | 24% | 4.2% | ?
C=CC(=O)NC(C)(C)CCN1CCOCC1 | -1% | 5% | 4% | -1% | nt | ? | 20% | -0.7% | i

In the list so far, these have a Cl atom:
SMILES | MCF10A rerep | EPAC2 antag | HepG2 viability | A549 tox | ATXN2 expr inh | Nrf2 inh | TGFb SMAD3 inh | Nrf2 ARE act | ATXN viability
O=C(CCS(=O)(=O)c1ccc(Cl)cc1)N1CCN(c2ccccc2F)CC1 | 29% | 2% | -2% | ? | -1% | ? | -4% | -0.3% | i
Cc1c(NC(=O)COC(=O)c2ncc(Cl)c(Cl)c2Cl)c(=O)n(-c2ccccc2)n1C | -2% | 0% | -8% | -3% | 1% | ? | 16% | 6.0% | i
CCc1ccc(C(=O)Nc2cc3c(cc2Cl)OCCCO3)cc1 | ? | 10% | -21% | -5% | 55%[activator] | ? | 0% | 24% | i
Cc1nccc(-c2cccc(NC(=O)Nc3ccc(Cl)cc3)c2)n1 | 1% | -1% | -1% | 7% | 5% | ? | -1% | -0.9% | i
O=c1c(Cl)c2oc3ccccc3nc-2c2ccccc12 | 14% | 0% | -48% | ? | -3%[11.3 µM] | ? | 5µM* | 5.8% | i
O=C(Nc1cc(Cl)ccc1-n1cncn1)c1ccc([N+](=O)[O-])o1 | ? | 9% | -21% | -5% | -38% | 10% | 0% | 13µM* | ?
Cc1ccc(Cl)cc1N1CCN(CC(=O)Nc2ccc(CN3CCCCC3)cc2)CC1 | ? | 4% | -46% | -26% | -37% | 1% | 24% | 4.2% | ?

Reformatted: entries from further up.
COc1cc([N+](=O)[O-])ccc1NC(=O)CSc1nccn1C
  MCF10A rerep: -5% | EPAC2 antag: 3% | HepG2 viability: 0% | A549 tox: 1% | ATXN2 expr inh: 4% | Nrf2 inh: 8% | TGFb SMAD3 inh: 2% | Nrf2 ARE act: 3.4% | ATXN viability: i
COc1ccccc1CNC(=O)c1ccc(Cn2c(SCc3ccccc3)nc3cccnc32)cc1
  MCF10A rerep: nt | EPAC2 antag: nt | HepG2 viability: -12% | A549 tox: -3% | ATXN2 expr inh: -32% | Nrf2 inh: ? | TGFb SMAD3 inh: 0% | Nrf2 ARE act: 5.0% | ATXN viability: i
